Screens (PubChem BioAssay)
KCNK9 block: inhibitors of human KCNK9 two-pore domain potassium channel; 310,000 tested, 1.2% active; HEK293 KCNK9, FluxOR thallium flux fluorescence; hits give low values; Q9NPC2; B-score at 10 µM;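 active means ratio B-score over 3 SD below the library mean, with starting fluorescence within 5 SD of its mean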;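 further: negative B-score means less thallium flux so channel inhibition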
KCNQ1 act: potentiators or activators of human KCNQ1 potassium channel. B-score at 10 µM. 310,000 tested, 0.35% active. P51787. CHO-K1 KCNQ1, thallium flux FluxOR fluorescence; hits give high values;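 active means fluorescence ratio B-score, a plate-corrected score, at least three library SD, with initial intensity B-score within 5 SD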
Target sequence (P51787 whole entry, looked up): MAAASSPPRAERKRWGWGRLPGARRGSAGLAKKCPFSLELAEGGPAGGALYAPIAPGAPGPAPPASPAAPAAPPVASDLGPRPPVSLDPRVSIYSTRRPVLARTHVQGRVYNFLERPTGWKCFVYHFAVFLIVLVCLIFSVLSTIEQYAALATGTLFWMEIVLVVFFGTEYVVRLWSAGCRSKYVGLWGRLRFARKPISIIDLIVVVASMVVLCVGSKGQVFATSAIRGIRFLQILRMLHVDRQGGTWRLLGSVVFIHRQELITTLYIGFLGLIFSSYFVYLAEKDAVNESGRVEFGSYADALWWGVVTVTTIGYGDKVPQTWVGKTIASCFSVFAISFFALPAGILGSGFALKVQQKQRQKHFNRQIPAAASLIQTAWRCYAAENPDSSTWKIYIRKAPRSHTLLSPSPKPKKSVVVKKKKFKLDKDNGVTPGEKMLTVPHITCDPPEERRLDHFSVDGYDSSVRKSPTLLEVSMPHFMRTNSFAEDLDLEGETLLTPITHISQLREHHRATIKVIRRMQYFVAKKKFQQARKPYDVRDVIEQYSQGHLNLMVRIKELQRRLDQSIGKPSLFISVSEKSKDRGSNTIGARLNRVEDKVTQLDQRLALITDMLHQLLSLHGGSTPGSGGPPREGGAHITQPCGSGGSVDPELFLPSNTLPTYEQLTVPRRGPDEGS
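System: Stable KCNQ1 CHO-K1 line | Incubation: 90 min dye loading and 20 min compound exposure, both at room temperature | Measure: Ratio B score | Medium: Assay buffer for compound exposure, DMSO matched across wells | Compound dosing: Single-concentration screen | Probe or stimulus: K+/Tl+ depolarizing stimulus | Measured by: Kinetic FluxOR fluorescence, 10 s baseline plus 110 s post-stimulus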
GSK3beta inhib: blocks human GSK3beta kinase activity; activity score (negative = inhibition), % at 10 µM; 300,000 tested, 0.038% active; GST-GSK3beta kinase, ADP-Glo luminescence, 60 min; hits give low values;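 active means more than half of replicate wells score below -50%, meaning over 50% inhibition versus plate controls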;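 further: 0% = median DMSO wells and -100% = median GW8510 positive control wells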
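Test system: GST-fused GSK3beta enzyme, cell-free | Quantity: 1.6 ng GST-GSK3beta enzyme per well | Reagent: 25 µM ATP with peptide substrate | Schedule: 60 min enzyme reaction, room temperature | Signal: Luminescent ADP-Glo measurement of ADP formed | Read-out basis: Score relative to plate controls | Control set: DMSO and 20 µM GW8510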
PolyA inhibitor: blocks polyadenylation in yeast reporter cells; calls only at 12 µM; 300,000 tested, 0.02% active; S. cerevisiae SKY197-pL101 polyadenylation reporter, beta-gal luminescence; efflux-impaired pdr1/pdr3 knockout yeast; score 100 = 6 SD above DMSO; AID 1875;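 active means lowest replicate activity score at least 50, where 100 means six control SD above control mean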;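 further: yeast exposed to compound for 9 h at 30 °C; higher score means more reporter readthrough which indicates perturbed polyadenylation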
KCNK3 block: human KCNK3 channel inhibition, primary screen. B-score at 10 µM. 340,000 tested, 0.84% active. CHO-KCNK3 thallium flux, FluxOR fluorescence; hits give low values;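 active means B-score under library mean minus 4 SD, starting fluorescence ratio at most library mean plus 5 SD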;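 further: more negative B-score means stronger inhibition of thallium flux through KCNK3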
Target sequence (O14649 whole entry, looked up): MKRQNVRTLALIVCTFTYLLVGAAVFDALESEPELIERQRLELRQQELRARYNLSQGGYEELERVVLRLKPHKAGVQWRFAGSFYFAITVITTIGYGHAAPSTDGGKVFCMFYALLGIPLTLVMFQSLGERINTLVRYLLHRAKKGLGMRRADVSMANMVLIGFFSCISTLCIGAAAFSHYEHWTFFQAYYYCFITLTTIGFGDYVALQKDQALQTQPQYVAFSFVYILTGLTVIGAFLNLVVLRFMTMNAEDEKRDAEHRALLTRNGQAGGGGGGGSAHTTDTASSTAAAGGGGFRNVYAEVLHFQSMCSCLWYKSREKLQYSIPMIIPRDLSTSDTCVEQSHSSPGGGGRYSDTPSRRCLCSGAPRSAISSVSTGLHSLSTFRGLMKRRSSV
KCNQ1 inh: human KCNQ1 channel inhibition. B-score at 10 µM. 310,000 tested, 1.3% active. P51787. CHO-K1 KCNQ1, FluxOR thallium flux fluorescence; hits give high values;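 active means compounds whose thallium flux B-score, printed positive for inhibition, exceeds three library SD while starting fluorescence stays within three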;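 further: channel opened by potassium depolarization with thallium stimulus after 20 min compound exposure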
DYRK1A inh: Dyrk1A (rat) kinase inhibition; ADP-Glo luminescence, NFATc1 peptide; inhibition, % at 12.5 µM; AID 504441; 310,000 tested, 0.43% active; in the data active means inhibition above about 50%;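 further: plate controls were vehicle with enzyme for no effect and no enzyme for full effect; many of its hits are not listed in these tables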
RGS4 pot: potentiators or activators of RGS4; HEK293 M3R/inducible RGS4, carbachol calcium flux Fluo4; hits give low values; B-score at 10 µM; 310,000 tested, 0.92% active; AID 463111;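 active means B-score of the integrated calcium signal more than 4 SD below the library mean, with starting fluorescence not abnormally high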;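 further: negative B-score means reduced calcium response which marks RGS4 activation or potentiation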
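Material: M3R-expressing HEK293 line, RGS4 induced by doxycycline | Schedule: Overnight RGS4 induction, 30 min dye load 37 °C, 20 min compound RT | Measured by: Fluo4 fluorescence kinetic imaging of calcium | Read-out: Integrated calcium ratio converted to B score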
RGS4 block: inhibitors of human RGS4 | P49798 | 310,000 tested, 0.45% active | HEK293 M3R/RGS4 inducible, Fluo-4 calcium flux; hits give high values; triggered by carbachol at its EC20 | AID 463165 | B-score at 10 µM;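 active means B-score, a plate-corrected calcium signal, over three deviations above library mean, with baseline fluorescence within five deviations of library mean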;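 further: RGS4 expression induced by doxycycline in cells with stable M3 receptor; B-score is computed from the integrated fluorescence ratio over baseline after carbachol; higher B-score means a larger calcium signal and so more RGS4 inhibition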
hERG protect: shields human hERG channel from block by proarrhythmic agents. 310,000 tested, 0.51% active. activation (rescue from dofetilide block), less the hit threshold, % at 10 µM. AID 1511. CHO-hERG, FluxOR thallium flux, dofetilide IC70 present;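 active means activation above the mean of controls blocked by dofetilide plus 5 SD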;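 further: thallium influx through hERG after potassium depolarization seen as dye fluorescence rise; in these data hits start at about 4.7%; inactives centre near -7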
GSK3A inh: inhibitors of human GSK-3 alpha kinase; P49840; ADP-Glo luminescence, 60 min; inhibition, % at 10 µM; 320,000 tested, 0.1% active;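 in the data active means inhibition above about 50%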;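 further: GST-tagged GSK-3 alpha with peptide substrate and 25 µM ATP; 0% = DMSO neutral wells and 100% = GW8510 positive control wells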
The depositor's hits bear a star; i = inactive; . = not tested or not shown. Some of the compounds tested. The share of hits here may be higher or lower than overall.

SMILES | KCNK9 block | KCNQ1 act | GSK3beta inhib | PolyA inhibitor | KCNK3 block | KCNQ1 inh | DYRK1A inh | RGS4 pot | RGS4 block | hERG protect | GSK3A inh
Cc1ccc(C(=O)NNC(=O)C2CCCN(c3ncccn3)C2)cc1 (stereo not drawn) | i | i | 1.6 | i | i | i | -0.7 | i | i | -0.8 | 6.2
CCOC(=O)C1C(=O)NC(SCC(=O)OC)=C(C#N)C1c1ccccc1OCC (stereo not drawn) | i | i | 0.8 | i | i | i | 1.5 | i | i | 0.2 | -2.5
O=C(Cc1ccccc1)c1ccc2c(c1)OCCO2 | i | i | -1.8 | i | i | i | 13.3 | i | i | -18.5 | 2.4
Cc1ccc(-c2cc(C(=O)OCC(=O)Nc3ncc(C(F)(F)F)cc3Cl)c3ccccc3n2)cc1 | i | i | 1.1 | i | i | i | -2.5 | i | i | -5.8 | -1.8
O=C(O)CSCc1cn2cc(Cl)ccc2n1 | i | i | 1.6 | i | i | i | 0.1 | i | i | -6.6 | .
CC(C)c1ccccc1NC(=O)COC(=O)Cc1ccsc1 | i | i | 0.2 | i | i | i | -5.6 | i | i | -8.0 | 1.1
OC(CCCCN1CCCCC1)c1ccccc1 (stereo not drawn) | i | i | 1.1 | i | i | i | 7.5 | i | i | -1.3 | 1.4
Cc1cc(C)nc(-n2nc(C)cc2NC(=O)c2ccc(F)cc2F)n1 | i | i | 2.6 | i | i | i | -2.8 | i | i | -7.6 | -2.0
O=C(c1ccc(S(=O)(=O)N2CCOCC2)cc1)N1CCOCC1 | i | i | -0.9 | i | i | i | -3.2 | i | i | -7.2 | 0.5
O=C(C1CCCN1S(=O)(=O)c1cccc2cccnc12)N1CCc2ccccc2C1 (stereo not drawn) | i | i | -3.1 | i | i | i | 2.2 | i | i | -0.3 | -1.3
Cc1csc(Sc2ccc(S(=O)(=O)N3CCCC3)cn2)n1 | i | i | 2.0 | i | i | i | -0.4 | i | i | -8.0 | 1.4
CC(=O)c1c(OC(=O)c2cccc(Cl)c2)c2ccccc2n1C | i | i | 4.8 | i | i | i | . | i | i | -4.3 | -1.6
O=C(NCc1cccc(Cl)c1)C1CCC(=O)N(CCN2CCOCC2)C1 (stereo not drawn) | i | i | -0.1 | i | i | i | 11.0 | i | i | -8.2 | -3.7
Cn1c(Cn2nnc3ccccc32)nnc1SCC(=O)N1CCc2ccccc21 | i | i | 4.6 | i | i | i | -2.4 | i | i | -9.4 | 3.7
Oc1ccc2oc3c(c2c1C=NCc1ccncc1)CCCC3 | i | i | 1.6 | i | i | i | -4.8 | i | i | -6.6 | -2.9
COc1ccc(C)cc1N(CC(=O)N1CCOCC1)S(C)(=O)=O | i | i | 0.8 | i | i | i | 2.1 | i | i | -3.0 | 6.8
O=C(NCC1CCCO1)c1nn2c(C(F)(F)F)cc(-c3ccc(Br)o3)nc2c1Br (stereo not drawn) | i | i | -4.4 | i | i | i | -7.6 | i | i | -8.6 | -1.6
CCOC(=O)c1c(C)[nH]c(C)c1C(=O)CSc1nnc(-c2ccncc2)n1C | i | i | 0.9 | i | i | i | 0.2 | i | i | -6.0 | -2.9
COc1ccc(C(C)=O)cc1COC(=O)c1cccc(N(C)C)c1 | i | i | 0.9 | i | i | i | 4.7 | i | i | -5.6 | -2.7
CCOc1ccccc1NC(=O)CSc1nc2cc(O)ccc2c(=O)n1-c1ccc(OC)c(OC)c1 | i | i | -2.1 | i | i | i | -6.0 | i | i | -11.0 | -3.4
S=C(NC1CCCCC1)N1CCc2[nH]c3ccccc3c2C1 | i | i | 1.2 | i | i | i | . | i | i | -6.5 | -1.8
Oc1cc2ccccc2cc1-c1n[nH]c(=S)n1Cc1ccco1 | i | i | -0.8 | i | i | i | 5.5 | i | i | -6.5 | 0.8
C/C(Cc1ccccc1)=N\NC(=O)c1cc(C(C)(C)C)[nH]n1 | i | i | 1.3 | i | i | i | 1.9 | i | i | 3.2 | -1.4
CCOC(=O)c1[nH]c2ccccc2c1NC(=O)c1ccc(S(=O)(=O)N2CCCCC2)cc1 | i | i | 1.8 | i | i | i | 0.1 | i | i | -6.9 | -0.9
COc1ccccc1N1CCN(C(=O)c2ccc3c(c2)CCN3S(=O)(=O)c2ccccc2)CC1 | i | i | -3.3 | i | i | i | 1.1 | i | i | -6.5 | -0.7
Cn1nccc1C(=O)Nc1cc(Cl)ccc1Cl | i | i | 3.0 | i | i | i | . | i | i | -1.4 | 2.4
CC(C)Oc1ccccc1C(=O)NC(CO)C(=O)O (stereo not drawn) | i | i | 2.3 | i | i | i | -3.0 | i | i | -6.7 | -1.5
COc1cccc(N2CCN(S(=O)(=O)c3ccc4nc(-c5ccccc5)[nH]c4c3)CC2)c1 | i | i | -1.0 | i | i | i | 1.5 | i | i | -9.6 | 1.5
CC1CCN(C(=S)c2ccc(O)cc2)CC1 | i | i | -5.2 | i | i | i | 7.1 | i | i | -19.5 | 12.9
COc1ccc2ccccc2c1/C=N/Nc1ccc(Cl)c(C(=O)O)c1 | i | i | 6.6 | i | i | i | 12.8 | i | i | -0.2 | -3.7
O=S(=O)(Nc1nc2ccc(S(=O)(=O)N3CCCCC3)cc2s1)c1ccccc1 | i | i | 7.7 | i | i | i | -8.0 | i | i | -8.4 | -6.5
O=C(CCS(=O)(=O)c1cccc2nonc12)N1CCOCC1 | i | i | 0.3 | i | i | i | 4.6 | i | i | 1.4 | -2.9
Cc1nnc(C)n1/N=C/c1c(O)ccc2ccccc12 | i | i | 2.3 | i | i | i | -0.3 | i | i | -4.6 | 2.6
CCC(=O)NC(/C=C/c1ccccc1)c1cc([N+](=O)[O-])c2cccnc2c1O (stereo not drawn) | i | i | 2.5 | i | . | i | . | i | i | -4.8 | -1.2
COc1cccc(/C=C/C(=O)OCC(=O)Nc2nnc(-c3ccccc3)o2)c1 | i | i | 0.9 | i | i | i | -8.5 | i | i | -9.4 | -1.2
Cc1ccc(NS(=O)(=O)c2ccc(NC(=O)c3ccc(Br)o3)cc2)c(C)c1 | i | i | -0.9 | i | i | i | -3.4 | i | i | -11.4 | -2.5
Cc1c(NC(=O)CCc2ccccc2)cccc1[N+](=O)[O-] | i | i | 2.6 | i | i | i | 0.6 | i | i | -2.5 | 1.1
COc1ccccc1-n1c(SCC(=O)NCc2ccc3c(c2)OCO3)nc2cc([N+](=O)[O-])ccc21 | i | i | -1.9 | i | i | i | -4.9 | i | i | -14.2 | 0.2
COc1ccc(Cn2c(=O)[nH]c3cc(C(=O)N4CCN(Cc5ccccc5)CC4)ccc3c2=O)cc1 | i | i | 0.5 | i | i | i | 5.2 | i | i | -8.6 | -4.2
FC(F)(F)Oc1ccccc1-c1nnc(-c2cccc(C(F)(F)F)c2)o1 | i | i | -1.2 | i | -8.93* | i | -1.4 | i | i | -12.1 | -1.3
Cc1ccc(NC(=O)c2ccccc2CCc2ccccc2)c(C)c1 | i | i | 0.5 | i | i | i | -9.9 | i | i | -1.9 | -0.4
CC(C)c1ccc(NC(=O)CCCN2C(=S)NC(C)(C)CC2C)cc1 (stereo not drawn) | i | i | 11.9 | i | i | i | 6.1 | i | i | -7.2 | -0.9
N#Cc1cccc(NC(=O)CN2CCN(Cc3ccccc3)CC2)c1 | i | i | . | i | i | i | -4.8 | i | i | -7.8 | -3.1
CCOc1ccccc1/C=C\c1nc(O)c([N+](=O)[O-])c(=O)[nH]1 | i | i | 2.6 | i | i | i | -1.0 | i | i | -8.6 | -1.6
Cc1nn(C)c(Sc2ccccn2)c1[N+](=O)[O-] | i | i | 1.1 | i | i | i | 0.5 | i | i | -7.1 | -1.9
CC(NC(=S)Nc1ccc(Cl)cc1Cl)C(c1cccs1)N1CCCC1 (stereo not drawn) | i | i | 2.0 | i | i | i | 1.6 | i | i | -10.4 | -0.4
O=C(Cc1ccc(Br)cc1)N1CCc2ccccc2C1 | i | i | -0.9 | i | i | i | -0.6 | i | i | -5.7 | 7.3
Cc1ccc(C#CC[N+]2(C)CCCCC2)cc1 | i | i | 2.2 | i | i | i | . | i | i | -6.6 | -2.7
O=C(NNC(=S)Nc1ccccc1)c1cccc(S(=O)(=O)N2CCOCC2)c1 | i | i | -4.0 | i | i | i | 12.7 | i | i | 4.0 | -0.8
COc1ccc(-c2nc(CS(=O)CC(=O)NC3CCCC(C)C3C)c(C)o2)cc1OC (stereo not drawn) | i | i | -20.5 | i | i | i | 3.2 | i | i | -10.4 | 1.6
Cc1ccc2c(c1)nnn2C1CCN(C(=O)Nc2ccccc2C)CC1 | i | i | -1.8 | i | i | i | -2.8 | i | i | -8.9 | -0.6
NC(=O)c1ccccc1NC(=O)COC(=O)C1(c2ccccc2)CC1 | i | i | -1.4 | i | i | i | 6.4 | i | i | -16.6 | 6.5
CCC(C)c1ccc(OCCN2CCCC2)cc1 (stereo not drawn) | i | i | 0.9 | i | i | i | -3.5 | i | i | -4.6 | -1.2
O=C(Cn1c(=O)c2cccn2c2cccnc21)N1CCN(c2ccc(Cl)cc2)CC1 | i | i | -1.2 | i | i | i | 1.1 | i | i | -1.5 | 0.2
O=[N+]([O-])c1ccc(N2N=C(c3ccco3)CC2c2ccccc2)cc1 (stereo not drawn) | i | i | -0.9 | i | i | 11* | 1.6 | i | i | -6.5 | 2.1
CSC1=NCCN1C(=O)c1cccs1 | i | i | -2.0 | i | i | i | -3.2 | i | i | -8.0 | 3.9
Cc1ccc(Nc2nc(N3CCOCC3)c3ccccc3n2)cc1 | i | i | -1.3 | i | i | i | 15.6 | i | i | -13.5 | -0.6
O=C(NCc1cccc2ccccc12)Nc1ccccc1 | i | i | -0.9 | i | i | i | 1.4 | i | i | -6.1 | 0.9
CC(=O)C1=C(O)C(=O)N(Cc2cccnc2)C1c1ccc(Cl)cc1Cl (stereo not drawn) | i | i | 2.0 | i | i | i | 0.4 | i | i | -4.4 | -1.2
COCCC(=O)N1CCC(Oc2ccc(C(=O)NCc3cc(C)n(C)n3)cc2)CC1 | i | i | -0.2 | i | i | i | 7.1 | i | i | -1.0 | -0.7
Cc1ccc(NS(=O)(=O)c2ccc(NC(=O)N3CCCCC3)cc2)cc1 | i | i | 3.8 | i | i | i | -4.2 | i | i | -4.9 | 1.1
